Source: PubChem BioAssay (Icahn School of Medicine at Mount Sinai)
RBX1-CUL1 inh: inhibitors of human ROC1-CUL1 ubiquitin ligase activity | E3 ubiquitin-protein ligase RBX1 (Homo sapiens) + Cullin-1 (Homo sapiens), P62877+Q13616 | in vitro K48 di-Ub FRET, acceptor:donor ratio, 45 min | inhibition, % at 10 µM | 140,000 tested, 0.6% active; in the data active = inhibition above about 25%
Target sequence (P62877 whole entry, looked up): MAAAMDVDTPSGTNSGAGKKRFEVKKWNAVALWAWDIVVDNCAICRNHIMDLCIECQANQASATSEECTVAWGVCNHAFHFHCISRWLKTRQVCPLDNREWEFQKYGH
Target sequence (Q13616 whole entry, looked up): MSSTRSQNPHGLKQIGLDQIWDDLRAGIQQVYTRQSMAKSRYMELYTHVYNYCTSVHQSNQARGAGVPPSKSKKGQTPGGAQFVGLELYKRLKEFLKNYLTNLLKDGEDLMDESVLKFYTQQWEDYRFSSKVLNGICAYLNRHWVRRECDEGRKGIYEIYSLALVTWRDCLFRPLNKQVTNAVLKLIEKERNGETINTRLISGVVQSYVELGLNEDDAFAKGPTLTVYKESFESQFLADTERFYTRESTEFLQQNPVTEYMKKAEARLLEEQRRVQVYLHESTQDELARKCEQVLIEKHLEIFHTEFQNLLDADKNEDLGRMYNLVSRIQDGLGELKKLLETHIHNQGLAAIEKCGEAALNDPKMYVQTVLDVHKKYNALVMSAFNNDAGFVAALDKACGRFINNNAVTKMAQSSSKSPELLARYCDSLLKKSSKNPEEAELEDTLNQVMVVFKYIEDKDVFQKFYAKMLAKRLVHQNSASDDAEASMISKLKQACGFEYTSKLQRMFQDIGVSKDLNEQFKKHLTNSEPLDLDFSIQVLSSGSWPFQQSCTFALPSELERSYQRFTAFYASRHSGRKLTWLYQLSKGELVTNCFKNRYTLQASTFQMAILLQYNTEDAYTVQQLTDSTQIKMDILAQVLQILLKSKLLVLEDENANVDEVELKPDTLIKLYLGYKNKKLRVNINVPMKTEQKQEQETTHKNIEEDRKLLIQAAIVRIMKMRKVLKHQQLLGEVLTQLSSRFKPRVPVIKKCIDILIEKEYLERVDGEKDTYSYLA
Starred values were filed as active, the others as inactive. The list is partial, so the mix of outcomes need not match the whole.

For CCCCOc1ccc(-c2ccc(C(=O)OCC(F)(F)F)cc2)cc1 the results were RBX1-CUL1 inh 5.6.
For O=C(O)CSc1nc(O)c(C(c2ccccc2)c2c(O)nc(SCC(=O)O)[nH]c2=O)c(=O)[nH]1 the results were RBX1-CUL1 inh -6.3.
For COc1cc(C(=O)Nc2ccc(Cl)cc2Cl)ccc1OCc1ccccc1 the results were RBX1-CUL1 inh -4.3.
CN1CCNC(=O)C1CC(=O)N1CCCN(Cc2ccc(F)cc2)CC1 (stereo not given) was read as RBX1-CUL1 inh -0.6.
Screening COc1ccccc1-c1cc2ccccc2c(N)n1 returned RBX1-CUL1 inh -0.8.
For Cc1ccc(C)c(CN2C(=O)c3ccccc3S(=O)(=O)c3ccc(C(=O)N4CCN(Cc5ccccc5)CC4)cc32)c1 the results were RBX1-CUL1 inh -4.2.
Screening Cc1ccc2nc(-c3ccncc3)c(Nc3ccccc3C)n2c1 returned RBX1-CUL1 inh 2.0.
CNC(=O)c1ccc(N2CCN(CCO)CC2)nc1 was read as RBX1-CUL1 inh -2.9.
For Cc1nn(C)c2c1c(C(F)(F)F)cc(=O)n2C(C)C(=O)NCc1ccccc1 (stereo not given) the results were RBX1-CUL1 inh 3.0.
Screening COc1ccc(S(=O)(=O)N=C2C=C(Sc3ccc(C)cc3)C(=O)c3ccccc32)cc1 returned RBX1-CUL1 inh -13.7.
Screening Cc1ccc(S(=O)(=O)CCC(=O)Nc2ccc(Br)cc2C)cc1 returned RBX1-CUL1 inh 2.8.
Screening O=C(CSc1nnc(CCc2ccccc2)n1-c1ccccc1)N1CCCCC1 returned RBX1-CUL1 inh 4.9.
`CCOc1ccc(-n2c(SCc3ccccc3)nc3c([nH]c4ccccc43)c2=O)cc1` gave RBX1-CUL1 inh -5.0.
CCOC(=O)C1=C(c2ccccc2Cl)N2C(=O)CCSC2N=C1C (stereo not given) was read as RBX1-CUL1 inh 10.4.
For Cc1ccc(C(=O)NNC(=O)CSc2nnc(Cc3ccccc3)n2-c2ccc(C)cc2)cc1 the results were RBX1-CUL1 inh 3.4.
For N#CC1C(=N)Oc2cc(O)ccc2C1c1cccc(Cl)c1Cl (stereo not given) the results were RBX1-CUL1 inh -0.5.
COc1ccc(CCNC(=O)CCc2c(C)nc3cc(-c4cccc(F)c4)nn3c2C)cc1OC was read as RBX1-CUL1 inh -1.0.
`CCNC(=O)Cc1coc2c(C)c(C)ccc12` gave RBX1-CUL1 inh 13.2.
For Cc1ccc(CN2CCCn3nc(C(=O)NCCN(C)C)cc3C2=O)cc1 the results were RBX1-CUL1 inh 4.0.
`COC(=O)c1cnn(-c2cc(Oc3ccccc3F)ncn2)c1N` gave RBX1-CUL1 inh 1.3.
Screening CC(C)(C)Nc1nc(Cl)nc(Nc2ccccc2O)n1 returned RBX1-CUL1 inh -5.2.
For CCOC(=O)c1cnc2c(Cl)c(Cl)ccc2c1NCC(C)O (stereo not given) the results were RBX1-CUL1 inh -16.0.
`O=C(Oc1c(Br)cc(Br)c2cccnc12)c1ccc(Cl)cc1` gave RBX1-CUL1 inh -6.9.
For COc1cc(C2Nc3ccccc3C(=O)N2c2cccc3ccccc23)cc(OC)c1OC (stereo not given) the results were RBX1-CUL1 inh 5.8.
Screening O=C(CN1C(=O)CCc2cc(S(=O)(=O)N3CCOCC3)ccc21)NCc1ccc(Cl)cc1 returned RBX1-CUL1 inh -4.1.
`OCC1(Cc2ccccc2)CCCN(Cc2cc3ccccc3[nH]2)C1` (stereo not given) gave RBX1-CUL1 inh -0.2.
Screening COCCC(=O)N(CCN(C)C)CC1CCCN(Cc2ccccc2OC)C1 (stereo not given) returned RBX1-CUL1 inh -4.6.
`O=C(c1ccccc1)N1N=C(c2ccccc2)CC1c1ccc(Cl)cc1` (stereo not given) gave RBX1-CUL1 inh 1.5.
`O=C(c1ccc(C2SCC(=O)N2CCc2ccccc2)cc1)N1CCOCC1` (stereo not given) gave RBX1-CUL1 inh 4.2.
Cc1ccc(NC(=O)CSc2nc3sc4c(c3c(=O)n2-c2cccc3ccccc23)CCCC4)cc1 was read as RBX1-CUL1 inh 2.7.
For Cn1nc(N)c2c(-c3ccc(Cl)cc3)c(C#N)c(N)nc21 the results were RBX1-CUL1 inh -1.5.
C1CN(CC2CC2)CC2(C1)CCN(C1CSCCSC1)C2 (stereo not given) was read as RBX1-CUL1 inh -3.7.
For CCOC(=O)c1ccc(NC(=O)Cn2cc(C(=O)c3ccc(CC)cc3)c(=O)c3ccc(C)nc32)cc1 the results were RBX1-CUL1 inh 0.2.
Screening CCC(C)NC(=O)Cn1cnc2sc(C)c(S(=O)(=O)N3CCN(c4ccccc4OC)CC3)c2c1=O (stereo not given) returned RBX1-CUL1 inh 4.8.
`O=S(=O)(c1ccccc1)n1nc(-c2ccccc2)nc1NCc1ccc(Cl)cc1` gave RBX1-CUL1 inh 5.0.
COc1ccccc1NC(=O)CSC1=NC(=O)C(C/C=C/c2ccccc2)C(=O)N1 (stereo not given) was read as RBX1-CUL1 inh 8.2.
Screening CCn1ncc(CNC(=O)c2cccc([N+](=O)[O-])c2C)c1C returned RBX1-CUL1 inh -3.1.
For COC(C[N+](=O)[O-])(OC)c1ccccc1 the results were RBX1-CUL1 inh 1.9.
COC(=O)c1c(-c2ccccc2)csc1NC(=O)COc1ccc(C)c(C)c1 was read as RBX1-CUL1 inh 3.5.
`O=C(COc1cccc(Br)c1)N/N=C/c1cccs1` gave RBX1-CUL1 inh -3.2.

Random excerpt: 5 entries already listed
Screening CCC(C)NC(=O)Cn1cnc2sc(C)c(S(=O)(=O)N3CCN(c4ccccc4OC)CC3)c2c1=O (stereo not given) returned RBX1-CUL1 inh 4.8.
`O=C(COc1cccc(Br)c1)N/N=C/c1cccs1` gave RBX1-CUL1 inh -3.2.
C1CN(CC2CC2)CC2(C1)CCN(C1CSCCSC1)C2 (stereo not given) was read as RBX1-CUL1 inh -3.7.
Screening CCn1ncc(CNC(=O)c2cccc([N+](=O)[O-])c2C)c1C returned RBX1-CUL1 inh -3.1.
COC(=O)c1c(-c2ccccc2)csc1NC(=O)COc1ccc(C)c(C)c1 was read as RBX1-CUL1 inh 3.5.

Further records.
CCN(C(=O)CCS(=O)(=O)c1cc2c(cc1C)NC(=O)CO2)c1cccc(C)c1 was read as RBX1-CUL1 inh 1.1.
For COc1ccc(C2C(C(=O)c3ccc(C)cc3)C(=O)C(=O)N2c2c(C)n(C)n(-c3ccccc3)c2=O)cc1 (stereo not given) the results were RBX1-CUL1 inh 5.3.
For O=C(O)CC(NC(=O)c1ccco1)C(=O)O (stereo not given) the results were RBX1-CUL1 inh 13.3.
Screening COCCN1CC(C(=O)NCc2ccc(C(=O)OC)cc2)CCC1=O (stereo not given) returned RBX1-CUL1 inh 4.6.
`COc1ccc(-c2[nH]ncc2CN2CCCCC2CO)cc1F` (stereo not given) gave RBX1-CUL1 inh 4.9.
O=C(Nc1ccc(Cl)c(-c2nc3ccccc3o2)c1)c1ccc(-c2cccc([N+](=O)[O-])c2)o1 was read as RBX1-CUL1 inh -3.6.
COc1c(Cl)cc(Cl)cc1/C=N\NC(=O)c1cc2c(ccc3ccccc32)o1 was read as RBX1-CUL1 inh 8.2.
CCN(Cc1ccccc1)C(=O)CCS(=O)(=O)c1ccc2c(c1)CCN2C(C)=O was read as RBX1-CUL1 inh 9.9.
CC(=O)NC(=S)Nc1ccc(NC(=O)c2ccc(C(C)(C)C)cc2)cc1 was read as RBX1-CUL1 inh -0.9.
`O=C(CC(c1ccccc1)c1ccccc1)NCc1ccccc1` gave RBX1-CUL1 inh 0.5.
O=C(NCC1CCCO1)c1cccc(Cl)c1 (stereo not given) was read as RBX1-CUL1 inh -11.1.
`COc1cccc2sc(NC(=O)c3ccc(S(=O)(=O)N4CCC(C)CC4)cc3)nc12` gave RBX1-CUL1 inh -5.1.
`O=C(O)CC1(CC(=O)O)CCCCC1` gave RBX1-CUL1 inh -7.9.
For Cn1cccc(-c2ccccc2)c1=O the results were RBX1-CUL1 inh -1.3.
`COc1ccc(C2C3=C(CCCC3=O)OC(=N)C2C#N)cc1COc1ccccc1` (stereo not given) gave RBX1-CUL1 inh 3.6.
Cc1ccc(NC(=O)c2cnc(SCC(=O)N3CCCc4ccccc43)n(C)c2=O)cc1C was read as RBX1-CUL1 inh -1.7.
`CCOc1ccc(S(=O)(=O)N2CCC(C(N)=O)CC2)cc1CC` gave RBX1-CUL1 inh 8.2.
`Cc1nccn1-c1ccc(NC(=O)C2CCCN2C(=O)c2ccoc2)cc1` (stereo not given) gave RBX1-CUL1 inh 1.9.
Screening CCCNS(=O)(=O)c1ccc(Br)s1 returned RBX1-CUL1 inh -0.5.
Cc1occc1C(=O)N(CCc1ccccc1)CC1CCN(C)CC1 was read as RBX1-CUL1 inh 8.4.
Screening CCCCOC(=O)c1c(C)oc2c1cc(NS(=O)(=O)c1cc(OC)ccc1OC)c1ccccc12 returned RBX1-CUL1 inh 10.3.
For Cc1ccc(NCc2nc3ccccc3n2C)cc1 the results were RBX1-CUL1 inh 6.0.
`COc1cc(CNc2cc(Cl)ccc2C)cc(Cl)c1OCc1ccccc1F` gave RBX1-CUL1 inh -1.9.
Screening O=S(=O)(c1ccccc1)N1CCN(c2cc(Cl)ccc2Cl)CC1 returned RBX1-CUL1 inh -6.4.
For ONC1=Nc2ccccc2CCC1 the results were RBX1-CUL1 inh 3.4.
`CCCn1cc(NC(=O)Cn2ccc(-c3cnn(-c4ccccc4)c3)n2)nn1` gave RBX1-CUL1 inh -6.5.
CCCCc1nc2cc(C(=O)N(C)Cc3nnc(C)o3)ccc2o1 was read as RBX1-CUL1 inh 1.7.
Screening CCC(C)Cn1c(COc2ccc(OC)cc2)nc2ccccc21 (stereo not given) returned RBX1-CUL1 inh -3.9.
For CCOC(=O)Nc1ccc(Br)cc1F the results were RBX1-CUL1 inh 3.4.
`CNC(=O)CN(c1ccc(F)cc1)S(=O)(=O)c1ccc(OC)c(OC)c1` gave RBX1-CUL1 inh 3.7.
Screening CCN(CC)CCCN1C(=O)C(=O)C(C(=O)c2ccc(C)o2)C1c1ccccc1 (stereo not given) returned RBX1-CUL1 inh -1.2.
`CCc1ccc(N2C(=O)/C(=C/c3ccc(OC(C)C(=O)O)cc3)C(=O)NC2=S)cc1` (stereo not given) gave RBX1-CUL1 inh -2.3.
For CC(C)C(=O)N1CCN(c2ccc(NC(=O)Cc3ccccc3)cc2Cl)CC1 the results were RBX1-CUL1 inh 8.7.
`O=C(NCc1ccccc1)c1cncc(Br)c1` gave RBX1-CUL1 inh -3.3.
CCCCS(=O)c1cc2c(c([N+](=O)[O-])c1)-c1c(cc([N+](=O)[O-])cc1[N+](=O)[O-])C2=O (stereo not given) was read as RBX1-CUL1 inh -12.4.
Screening COc1cc(OC)c(NC(=O)c2noc3c2CSc2ccccc2-3)cc1Cl returned RBX1-CUL1 inh 1.5.
Screening Brc1ccc(-n2nnnc2-c2c[nH]c3ccccc23)cc1 returned RBX1-CUL1 inh 5.4.
Cc1cccc(Cn2c(=O)c3c(nc4oc(C)c(C)n43)n(C)c2=O)c1 was read as RBX1-CUL1 inh 7.7.
For Cc1cc(C(=O)N/N=C/c2ccc3ccccc3c2)n[nH]1 the results were RBX1-CUL1 inh 3.0.
CSc1nc(-c2cccs2)cc(C(F)(F)F)c1C#N was read as RBX1-CUL1 inh 3.9.
Screening CCOc1ccc(-c2nnc(-c3ccccc3)n2-c2ccccc2)cc1 returned RBX1-CUL1 inh 4.4.
`COc1cc(C(=O)Oc2ccccc2/C=N\NC(=O)CNc2ccc(C)cc2)cc(OC)c1OC` gave RBX1-CUL1 inh -3.5.
COc1cc(C2NC(=S)N=C(C)C2C(=O)Nc2ccccn2)ccc1OCc1ccccc1 (stereo not given) was read as RBX1-CUL1 inh 3.8.
For Cc1ccsc1[C@@H]1C[C@H]2CN(C3CCCC3)C(=O)[C@]23CCCN13 the results were RBX1-CUL1 inh 4.1.
Screening O=C(c1ccccc1)N1CCc2cc(CNS(=O)(=O)c3ccccc3Cl)ccc21 returned RBX1-CUL1 inh -4.5.
Screening COc1ccc(OC)c(S(=O)(=O)NC2CCCC2)c1 returned RBX1-CUL1 inh 6.7.
`CN(C)C1(C(=O)N2CCC(C(=O)N3CCCC3)CC2)Cc2ccccc2C1` gave RBX1-CUL1 inh 4.0.
Screening CCC1CCc2nc3sc(C(=O)NCCc4ccc(Cl)cc4)c(N)c3cc2C1 (stereo not given) returned RBX1-CUL1 inh 3.7.
For Nc1ccc(-c2c(N)ncc3ccccc23)cc1 the results were RBX1-CUL1 inh -5.1.
`COc1ccc(-c2c3c(nc4sc(C(C)=O)c(-n5cccc5)c24)C(=O)c2ccccc2-3)cc1` gave RBX1-CUL1 inh 8.9.

Sorted by heavy-atom count (descending): three of the compounds above.
COc1cc(C2NC(=S)N=C(C)C2C(=O)Nc2ccccn2)ccc1OCc1ccccc1 (stereo not given) was read as RBX1-CUL1 inh 3.8.
`CN(C)C1(C(=O)N2CCC(C(=O)N3CCCC3)CC2)Cc2ccccc2C1` gave RBX1-CUL1 inh 4.0.
For Nc1ccc(-c2c(N)ncc3ccccc23)cc1 the results were RBX1-CUL1 inh -5.1.

(list continues)
Screening CC(=O)C1C(=N)OC(C)=C(C#N)C1c1ccc[n+](C)c1 (stereo not given) returned RBX1-CUL1 inh 0.2.
`CCc1nc(N2CCCC2C(=O)O)c2oc3ccccc3c2n1` (stereo not given) gave RBX1-CUL1 inh 9.7.
Screening CCc1ccc(NC(=O)CN2CCCN(Cc3cccc(Cl)c3)S2(=O)=O)cc1 returned RBX1-CUL1 inh -8.3.
CCc1ccc2scc(CN(CCO)CCO)c2c1 was read as RBX1-CUL1 inh 4.7.
Screening Cc1ccccc1C(NC1CCN(c2ccc(C(=O)N(C)C)cc2)CC1)c1ccncc1 (stereo not given) returned RBX1-CUL1 inh 2.1.
For CCOC(=O)c1c(NC(=O)C(C)(C)CC)sc2c1CCCC2 the results were RBX1-CUL1 inh 0.0.
Cc1onc(-c2ccccc2)c1C(=O)OCC(=O)c1ccc(Br)cc1 was read as RBX1-CUL1 inh 0.7.
For CCc1[nH]nc2c1C(c1ccccc1OC)C(C#N)C(=N)O2 (stereo not given) the results were RBX1-CUL1 inh -12.9.
Screening O=C(Nc1c(F)cccc1F)c1ccc(CN2CCCCC2)cc1 returned RBX1-CUL1 inh -6.0.

Structural class, the entries above containing a tert-butyl group
Screening CC(C)(C)Nc1nc(Cl)nc(Nc2ccccc2O)n1 returned RBX1-CUL1 inh -5.2.
CC(=O)NC(=S)Nc1ccc(NC(=O)c2ccc(C(C)(C)C)cc2)cc1 was read as RBX1-CUL1 inh -0.9.
